Bioassay records (PubChem)
Rab7 wt GTP bind: dog Rab7 wildtype GTP binding, inhibitors and activators. GST-Rab7 beads, fluorescent GTP binding, flow cytometry; actives lie on both sides; untreated = 100%, excess cold GTP = 0%. GTP binding activity (percent of control), % at 10 µM. hit rate 0.055% among 190,000. AID 758;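 active means fluorescent GTP binding to Rab7 beads changed by at least 20 points from the 100% baseline, either direction, mostly lower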;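 further: median green fluorescence of bound Bodipy-FL-GTP per Rab7 bead population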
Avidin bead fluor: compound fluoresces at 488/530 nm on avidin beads. AID 1775. fluorescence (KMESF) at 10 µM. hit rate 0.38% among 220,000. compound fluorescence 488/530 nm, flow cytometry; stronger effect = higher value; in the data active means fluorescence above about 47; further: inactives centre near 10
Mcl1-Noxa inh: disrupts binding of human Mcl-1 to Noxa peptide; hit rate 1.5% among 220,000; TR-FRET Mcl-1/Noxa peptide binding, 2 h; inhibition, % at 21.7 µM; Q07820;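 active means compounds that cut the protein-peptide binding signal by more than 50% relative to plate controls in a single-dose test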;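 further: His-tagged Mcl-1 with rhodamine Noxa BH3 peptide and terbium anti-His antibody; 0% = Mcl-1 plus Noxa peptide wells and 100% = peptide-only wells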
Target sequence (Q07820 whole entry, looked up): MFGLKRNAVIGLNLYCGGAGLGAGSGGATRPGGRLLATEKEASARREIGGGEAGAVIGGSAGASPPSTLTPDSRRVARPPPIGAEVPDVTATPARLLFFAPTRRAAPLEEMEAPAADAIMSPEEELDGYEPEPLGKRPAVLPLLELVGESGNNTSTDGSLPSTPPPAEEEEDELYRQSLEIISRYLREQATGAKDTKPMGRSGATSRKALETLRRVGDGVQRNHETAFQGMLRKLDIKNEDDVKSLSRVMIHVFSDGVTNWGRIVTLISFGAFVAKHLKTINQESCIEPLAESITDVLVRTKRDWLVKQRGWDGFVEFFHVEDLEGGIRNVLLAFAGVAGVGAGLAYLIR
HRas wt GTP: changes GTP binding to wildtype human HRas. P01112. GST-Ras wt beads, Bodipy-FL-GTP binding, flow cytometry; actives lie on both sides. GTP binding activity, % at 10 µM. hit rate 0.14% among 190,000;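 active means GTP binding activity at least 20% away from the 100% baseline, either lowered as inhibitor or raised as activator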;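 further: 0% = unlabeled GTP competition control and 100% = no-compound control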
Target sequence (P01112 whole entry, looked up): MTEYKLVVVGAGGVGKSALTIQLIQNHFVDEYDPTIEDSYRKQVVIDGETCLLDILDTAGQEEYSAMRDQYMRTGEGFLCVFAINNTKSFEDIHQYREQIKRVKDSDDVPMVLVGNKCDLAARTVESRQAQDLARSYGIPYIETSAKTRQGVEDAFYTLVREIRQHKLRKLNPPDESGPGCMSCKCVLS
Pf gamet viab: P. falciparum stage V gametocyte viability inhibition | hit rate 0.065% among 150,000 | AID 743093 | inhibition, % at 10.9 µM | P. falciparum stage V gametocytes, ATP luminescence, 24 h;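 active means inhibition above the mean plus 3 SD of compounds within the control limits, set per campaign, cut at about 38% in these data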;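 further: 0% = DMSO wells and 100% = medium only without gametocytes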
Rac1 wt GTP bind: alters GTP binding to wildtype human Rac1 | GTP binding activity (% of control), % at 10 µM | hit rate 0.27% among 190,000 | GST-Rac1 beads, fluorescent GTP binding, flow cytometry; actives lie on both sides; 0 = cold GTP competed, 100 = untreated | P63000 | AID 757;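 active means GTP binding activity at least 20 points away from the 100% control level, either lower or higher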
GSH fluor: GSH bead compound fluorescence profile. GSH beads flow cytometry, compound fluorescence 488/530 nm; stronger effect = higher value. fluorescence (KMESF) at 10 µM. hit rate 0.25% among 190,000. AID 1776; in the data active means fluorescence above about 89;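 further: glutathione beads carrying GST-tagged Bcl family fusion proteins plus one bare bead set; values are compound well signal with DMSO vehicle wells as background; inactives centre near 16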
Rab2 wt GTP: changes GTP binding to wildtype dog Rab2A, up or down | P61105 | GST-Rab2 wt beads, Bodipy-GTP binding, flow cytometry | GTP binding activity, % at 10 µM | hit rate 0.19% among 190,000 | AID 760;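 active means GTP binding activity at least 20 points away from 100%, either lowered or raised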;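 further: 0% = beads with excess unlabeled GTP and 100% = no-compound control corrected for plate trend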
Cdc42 wt: human Cdc42 wildtype GTP binding change, either direction; P60953; GST-Cdc42 beads, Bodipy-GTP binding, flow cytometry; actives lie on both sides; percent activity (GTP binding), % at 10 µM; hit rate 0.2% among 190,000; AID 761;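 active means percent activity GTP binding at least 20 points away from the 100% baseline, either down as inhibitor or up as activator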;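 further: median bead fluorescence of bound Bodipy-FL-GTP at 100 nM; 0% = excess unlabeled GTP control and 100% = no compound control; below 100% means less GTP binding so inhibitor and above means activator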
Target sequence (P60953 whole entry, looked up): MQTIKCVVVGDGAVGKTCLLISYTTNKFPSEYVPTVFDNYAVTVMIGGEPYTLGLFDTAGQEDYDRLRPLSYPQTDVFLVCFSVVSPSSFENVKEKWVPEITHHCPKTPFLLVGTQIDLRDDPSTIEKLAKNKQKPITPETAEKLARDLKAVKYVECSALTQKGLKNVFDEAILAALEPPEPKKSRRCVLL
Mcl1-Bid inh: Mcl-1/Bid interaction inhibition; TR-FRET Mcl-1/Bid-Dy647 peptide binding, 1536-well; inhibition, % at 21.7 µM; AID 1021; hit rate 0.97% among 220,000;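 active means compounds that cut the binding signal by more than half at the single screening dose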;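 further: His-tagged Mcl-1 with europium anti-His antibody binding Bid BH3 peptide; 0% = Mcl-1 plus peptide wells and 100% = peptide-only wells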
Rac1 act GTP bind: modulators of GTP binding to human Rac1 activated mutant. hit rate 0.11% among 190,000. percent activity (GTP binding), % at 10 µM. GST-Rac1 activated beads, fluorescent GTP binding, flow cytometry; actives lie on both sides; 100% means binding = to untreated wells;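 active means GTP binding at least 20 percentage points away from the 100% baseline, in either direction, so actives lie on both sides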
Starred values were filed as active, the others as inactive; [ ] = dose if it differs, or a comment.

Start of the data: the first 3 entries as a preview:
`COc1ccc(-c2c(C)n([O-])c(C)c(-c3ccccc3)[n+]2=O)cc1OC` gave Rab7 wt GTP bind 102, Avidin bead fluor 11, Mcl1-Noxa inh 32, HRas wt GTP 104, Rac1 wt GTP bind 102, GSH fluor 29, Rab2 wt GTP 103, Cdc42 wt 105, Mcl1-Bid inh -16 and Rac1 act GTP bind 100.
`CC(=O)Nc1csc2ccccc12` gave Rab7 wt GTP bind 97, Avidin bead fluor 12, Mcl1-Noxa inh -10, HRas wt GTP 98, Pf gamet viab -17, Rac1 wt GTP bind 99, GSH fluor 18, Rab2 wt GTP 97, Cdc42 wt 98, Mcl1-Bid inh -21 and Rac1 act GTP bind 97.
O=C(NCc1ccc(Cl)cc1Cl)c1ccccn1 was read as Rab7 wt GTP bind 100, Avidin bead fluor 2, Mcl1-Noxa inh 0, HRas wt GTP 101, Pf gamet viab -44, Rac1 wt GTP bind 105, GSH fluor 40, Rab2 wt GTP 101, Cdc42 wt 102, Mcl1-Bid inh -31 and Rac1 act GTP bind 102.

The list itself, repeating the preview:
`COc1ccc(-c2c(C)n([O-])c(C)c(-c3ccccc3)[n+]2=O)cc1OC` gave Rab7 wt GTP bind 102, Avidin bead fluor 11, Mcl1-Noxa inh 32, HRas wt GTP 104, Rac1 wt GTP bind 102, GSH fluor 29, Rab2 wt GTP 103, Cdc42 wt 105, Mcl1-Bid inh -16 and Rac1 act GTP bind 100.
`CC(=O)Nc1csc2ccccc12` gave Rab7 wt GTP bind 97, Avidin bead fluor 12, Mcl1-Noxa inh -10, HRas wt GTP 98, Pf gamet viab -17, Rac1 wt GTP bind 99, GSH fluor 18, Rab2 wt GTP 97, Cdc42 wt 98, Mcl1-Bid inh -21 and Rac1 act GTP bind 97.
O=C(NCc1ccc(Cl)cc1Cl)c1ccccn1 was read as Rab7 wt GTP bind 100, Avidin bead fluor 2, Mcl1-Noxa inh 0, HRas wt GTP 101, Pf gamet viab -44, Rac1 wt GTP bind 105, GSH fluor 40, Rab2 wt GTP 101, Cdc42 wt 102, Mcl1-Bid inh -31 and Rac1 act GTP bind 102.
Screening CCOC(=O)N1CCN(C(=S)Nc2cccc(C)c2)CC1 returned Rab7 wt GTP bind 94, Avidin bead fluor 9, HRas wt GTP 96, Pf gamet viab 10, Rac1 wt GTP bind 92, GSH fluor 29, Rab2 wt GTP 95, Cdc42 wt 98, Mcl1-Bid inh -28 and Rac1 act GTP bind 94.
Screening COc1ccc(CC2(CO)CCN(C(C)COc3ccccc3)CC2)cc1 (centres undefined) returned Rab7 wt GTP bind 101, Avidin bead fluor 14, Mcl1-Noxa inh 21, HRas wt GTP 100, Pf gamet viab -1, Rac1 wt GTP bind 101, GSH fluor 11, Rab2 wt GTP 101, Cdc42 wt 100, Mcl1-Bid inh -22 and Rac1 act GTP bind 100.
Screening O=C(/C=C/Nc1ccc(F)cc1F)c1ccco1 returned Rab7 wt GTP bind 95, Avidin bead fluor 11, Mcl1-Noxa inh 6, HRas wt GTP 97, Rac1 wt GTP bind 98, GSH fluor 19, Rab2 wt GTP 96, Cdc42 wt 97, Mcl1-Bid inh -39 and Rac1 act GTP bind 94.
COc1ccc(C(=O)NC(=S)N2CC(C)OC(C)C2)cc1 (centres undefined) was read as Rab7 wt GTP bind 93, Avidin bead fluor 11, Mcl1-Noxa inh 14, HRas wt GTP 91, Pf gamet viab -1, Rac1 wt GTP bind 137*[activator], GSH fluor 15, Rab2 wt GTP 98, Cdc42 wt 154*[activator], Mcl1-Bid inh -19 and Rac1 act GTP bind 98.
For CCN(CC(=O)NCc1ccc(F)cc1)CC(=O)Nc1ccccc1-c1ccccc1 the results were Rab7 wt GTP bind 94, Avidin bead fluor 14, Mcl1-Noxa inh 19, HRas wt GTP 97, Pf gamet viab -1, Rac1 wt GTP bind 100, GSH fluor 11, Rab2 wt GTP 96, Cdc42 wt 97, Mcl1-Bid inh 4 and Rac1 act GTP bind 95.
`CCc1ccc(NC(=O)CCn2ccnc2C)cc1` gave Rab7 wt GTP bind 97, Avidin bead fluor 33, Mcl1-Noxa inh 2, HRas wt GTP 100, Rac1 wt GTP bind 106, GSH fluor 23, Rab2 wt GTP 104, Cdc42 wt 103, Mcl1-Bid inh 4 and Rac1 act GTP bind 101.
Cc1ccc(CNC(=O)Cc2nc3nc(C)cc(C)n3n2)cc1 was read as Rab7 wt GTP bind 103, Avidin bead fluor 11, Mcl1-Noxa inh 16, HRas wt GTP 100, Rac1 wt GTP bind 100, GSH fluor 14, Rab2 wt GTP 100, Cdc42 wt 95, Mcl1-Bid inh -9 and Rac1 act GTP bind 97.
Screening O=C(NC12CC3CC(CC(C3)C1)C2)N1CCN(S(=O)(=O)c2ccc(Cl)cc2)CC1 returned Rab7 wt GTP bind 102, Avidin bead fluor 39, Mcl1-Noxa inh 19, HRas wt GTP 102, Pf gamet viab -40, Rac1 wt GTP bind 103, GSH fluor 29, Rab2 wt GTP 101, Cdc42 wt 103, Mcl1-Bid inh 2 and Rac1 act GTP bind 100.
For COc1ccc(S(=O)(=O)N(CCc2ccccc2)CC(=O)N/N=C/c2ccc3c(c2)OCO3)cc1 the results were Rab7 wt GTP bind 97, Avidin bead fluor 14, Mcl1-Noxa inh 13, HRas wt GTP 100, Pf gamet viab -13, Rac1 wt GTP bind 101, GSH fluor 11, Rab2 wt GTP 99, Cdc42 wt 104, Mcl1-Bid inh -4 and Rac1 act GTP bind 101.
Screening COc1ccc(CCC(C)NC2C3CC4CC(C3)CC2C4)cc1 (centres undefined) returned Rab7 wt GTP bind 103, Avidin bead fluor 6, Mcl1-Noxa inh 9, HRas wt GTP 102, Pf gamet viab -24, Rac1 wt GTP bind 101, GSH fluor 23, Rab2 wt GTP 99, Cdc42 wt 100, Mcl1-Bid inh -12 and Rac1 act GTP bind 99.
Screening CC(C)c1onc(C(=O)Nc2cccc(O)c2)c1[N+](=O)[O-] returned Rab7 wt GTP bind 96, Avidin bead fluor 8, Mcl1-Noxa inh 3, HRas wt GTP 100, Rac1 wt GTP bind 99, GSH fluor 12, Rab2 wt GTP 100, Cdc42 wt 101, Mcl1-Bid inh -10 and Rac1 act GTP bind 99.
Screening C/C(=N\Nc1nc(N2CCOCC2)nc(N2CCOCC2)n1)c1cccs1 returned Rab7 wt GTP bind 98, Avidin bead fluor 25, Mcl1-Noxa inh 3, HRas wt GTP 95, Pf gamet viab 13, Rac1 wt GTP bind 101, GSH fluor 23, Rab2 wt GTP 97, Cdc42 wt 100, Mcl1-Bid inh -5 and Rac1 act GTP bind 97.
`CCCc1nc2n[nH]c(N)c2c2c1COC(C)(C)C2` gave Rab7 wt GTP bind 101, Avidin bead fluor 18, Mcl1-Noxa inh 20, HRas wt GTP 100, Rac1 wt GTP bind 100, GSH fluor 35, Rab2 wt GTP 99, Cdc42 wt 100, Mcl1-Bid inh -9 and Rac1 act GTP bind 95.
Screening CC1(C)Cc2c(sc3nc(SCC(=O)N4CCOCC4)nc(N)c23)CO1 returned Rab7 wt GTP bind 104, Avidin bead fluor 9, Mcl1-Noxa inh 27, HRas wt GTP 101, Rac1 wt GTP bind 103, GSH fluor 12, Rab2 wt GTP 101, Cdc42 wt 100, Mcl1-Bid inh -28 and Rac1 act GTP bind 98.
For Cc1ccc(N2C(=O)/C(=C/c3cccnc3)SC2=S)cc1 the results were Rab7 wt GTP bind 100, Avidin bead fluor 8, Mcl1-Noxa inh 24, HRas wt GTP 101, Pf gamet viab 0, Rac1 wt GTP bind 109, GSH fluor 7, Rab2 wt GTP 100, Cdc42 wt 101, Mcl1-Bid inh -28 and Rac1 act GTP bind 100.
Screening CC(Oc1ccccc1)C(=O)NC1C(=O)N2C1SC(C)(C)C2C(=O)O (centres undefined) returned Rab7 wt GTP bind 97, Avidin bead fluor 10, Mcl1-Noxa inh -6, HRas wt GTP 97, Pf gamet viab 2, Rac1 wt GTP bind 97, GSH fluor 17, Rab2 wt GTP 98, Cdc42 wt 97, Mcl1-Bid inh -20 and Rac1 act GTP bind 96.
For Cc1ccc(N2C(=O)C(c3c(C)[nH]n(-c4ccccc4)c3=O)(C(F)(F)F)C3=C2CC(C)(C)CC3=O)cc1 (centres undefined) the results were Rab7 wt GTP bind 96, Avidin bead fluor 7, Mcl1-Noxa inh 12, HRas wt GTP 96, Rac1 wt GTP bind 97, GSH fluor 5, Rab2 wt GTP 96, Cdc42 wt 95, Mcl1-Bid inh -21 and Rac1 act GTP bind 95.
`CCOc1ccc(CNc2ccc(S(N)(=O)=O)cc2)cc1` gave Rab7 wt GTP bind 93, Avidin bead fluor 10, Mcl1-Noxa inh 19, HRas wt GTP 92, Pf gamet viab -8, Rac1 wt GTP bind 91, GSH fluor 12, Rab2 wt GTP 93, Cdc42 wt 92, Mcl1-Bid inh -47 and Rac1 act GTP bind 94.
CCOc1ccc(Nc2ncnc3c2cnn3Cc2ccccc2)cc1 was read as Rab7 wt GTP bind 103, Avidin bead fluor 29, Mcl1-Noxa inh -12, HRas wt GTP 100, Pf gamet viab -6, Rac1 wt GTP bind 99, GSH fluor 13, Rab2 wt GTP 100, Cdc42 wt 101, Mcl1-Bid inh 2 and Rac1 act GTP bind 99.
`O=S(=O)(c1ccc2ccccc2c1)N1CCCOC1` gave Rab7 wt GTP bind 97, Avidin bead fluor 8, Mcl1-Noxa inh 4, HRas wt GTP 98, Rac1 wt GTP bind 98, GSH fluor 36, Rab2 wt GTP 96, Cdc42 wt 98, Mcl1-Bid inh 1 and Rac1 act GTP bind 96.
For Cc1ccc(C)c(Cn2nnc3c(=O)[nH]c(C(=O)NCC4CCCO4)nc32)c1 (centres undefined) the results were Rab7 wt GTP bind 100, Avidin bead fluor 30, Mcl1-Noxa inh -6, HRas wt GTP 100, Rac1 wt GTP bind 106, GSH fluor 24, Rab2 wt GTP 101, Cdc42 wt 102, Mcl1-Bid inh -16 and Rac1 act GTP bind 99.
